Bioassay records as filed in PubChem BioAssay.
Gli-Sufu block – Gli-Sufu pathway antagonists, primary screen, luciferase luminescence, Sufu-KO-LIGHT cells, uHTS; AID 588413, 2011; Sufu-KO-LIGHT fibroblasts, Gli luciferase reporter luminescence; inhibition, % at 5 µM; actives 0.74% (n = 340,000);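 active means inhibition above about 55%, limit read from the data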;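 further: 0% = DMSO-treated cells and 100% = wells with medium but no cells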
CXCR6 block – CXCR6 receptor inhibitors, primary screen, cell-based, beta-arrestin, luminescence, CHO-K1 PathHunter, 1536-well | inhibition, % at 20 µM | actives 0.36% (n = 360,000) | AID 602244, 2012; in the data active means inhibition above about 34%, passing the limit was not always enough;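 further: antagonist mode with CXCL16 agonist at 10 nM final; 0% = 10 nM CXCL16 with DMSO and 100% = unstimulated wells without agonist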
Target sequence (O00574 whole entry, looked up): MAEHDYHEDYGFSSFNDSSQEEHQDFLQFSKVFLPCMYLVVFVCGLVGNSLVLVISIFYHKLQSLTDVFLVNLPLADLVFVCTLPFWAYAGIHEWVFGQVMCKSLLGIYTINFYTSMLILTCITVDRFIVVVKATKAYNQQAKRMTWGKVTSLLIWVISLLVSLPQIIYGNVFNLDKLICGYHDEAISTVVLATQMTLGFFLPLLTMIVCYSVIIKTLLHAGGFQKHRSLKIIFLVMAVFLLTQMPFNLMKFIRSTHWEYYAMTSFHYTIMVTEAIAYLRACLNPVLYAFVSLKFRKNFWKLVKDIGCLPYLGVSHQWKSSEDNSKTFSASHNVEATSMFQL
CCR6 antag – CCR6 receptor antagonists, primary screen, cell-based, CHO-K1, luminescence, beta-arrestin, uHTS; AID 493098, 2011; actives 0.49% (n = 340,000); inhibition, % at 20 µM; CHO-K1 CCR6 PathHunter beta-arrestin, CCL20-stimulated;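 active means compounds whose inhibition of the agonist-driven luminescence signal at 20 µM reaches about 50%, limit read from the data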;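 further: cells stimulated with CCL20 at 14 nM final; plate controls were DMSO with CCL20 for no effect and DMSO without agonist for full effect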
Target sequence (P51684 whole entry, looked up): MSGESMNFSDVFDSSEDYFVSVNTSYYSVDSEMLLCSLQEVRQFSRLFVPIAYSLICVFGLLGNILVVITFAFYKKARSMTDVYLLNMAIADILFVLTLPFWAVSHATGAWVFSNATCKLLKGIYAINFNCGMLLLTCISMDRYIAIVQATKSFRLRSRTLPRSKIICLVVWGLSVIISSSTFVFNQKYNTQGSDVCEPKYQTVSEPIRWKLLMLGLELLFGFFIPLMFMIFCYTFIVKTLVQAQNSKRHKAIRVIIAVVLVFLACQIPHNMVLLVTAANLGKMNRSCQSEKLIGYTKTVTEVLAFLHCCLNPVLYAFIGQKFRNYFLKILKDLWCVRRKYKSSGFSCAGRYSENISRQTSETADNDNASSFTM
UPR XBP1 act – activators of adaptive XBP1 UPR arm, primary screen, cell-based, CHO-XBP1 luciferase reporter, luminescence, uHTS | activation, % at 20 µM | IRE1-XBP1 UPR activation; percent of tunicamycin response, DMSO as zero | actives 0.33% (n = 330,000);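 active means versus positive control, 20 µM dose yields 30% or more activation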;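 further: 100% = tunicamycin at 10 µg/mL and 0% = DMSO only wells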
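Material – CHO cell line with stable XBP1 luciferase reporter · Buffer or medium – F12 plus 10% FBS · Compound – single point, 20 µM final compound, 1% DMSO · Schedule – 16-18 h cell attachment at 37 °C, then 6 h compound exposure · Signal – Steady-Glo luminescence read · Benchmarks – high control tunicamycin 10 µg/mL final, low control DMSO vehicle only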
Jurkat NFkB inh – inhibitors of induced NF-kB luciferase reporter, primary screen, TCR NF-kB activation inhibitor project, cell-based, luminescence, uHTS | Jurkat, PMA/ionomycin-induced NF-kB luciferase reporter | inhibition, % at 4 µM | actives 0.53% (n = 330,000); in the data active means inhibition above about 50%
697 NFkB inh – inhibitors of PMA/ionomycin-induced NF-kB reporter, 697 cells, primary screen, B-cell NF-kB inhibitor project, cell-based, luminescence, uHTS | 697 B-cell NF-kB luciferase reporter, 16 h | AID 435022, 2010 | inhibition, % at 4 µM | actives 0.33% (n = 330,000); in the data active means inhibition above about 35%
EBI2 antag – EBI2 receptor antagonists, beta-arrestin recruitment, primary screen, cell-based, luminescence, 7a,25-OHC stimulation, uHTS. G-protein coupled receptor 183 (Homo sapiens), P32249. 7a,25-OHC stimulated. inhibition, % at 5 µM. actives 0.81% (n = 360,000). AID 651636, 2012; in the data active means inhibition above about 38%;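 further: enzyme fragment complementation signal reports receptor beta-arrestin coupling in cells; 0% = agonist plus DMSO wells and 100% = wells without agonist; some results beyond the cut were filed as inactive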
Mdm2-MdmX inh – inhibitors of human Mdm2-MdmX association, primary screen, cell-based, luminescence, split luciferase, SaOS-2, uHTS | Protein Mdm4 (Homo sapiens) + E3 ubiquitin-protein ligase Mdm2 (Homo sapiens), … | inhibition, % at 8 µM | SaOS-2 split-luciferase Mdm2/MdmX complementation | actives 3% (n = 330,000);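 active means inhibition of at least 50% at 8 µM in the primary screen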
UPR CHOP act – activators of apoptotic CHOP UPR arm, primary screen, cell-based, CHO-CHOP luciferase reporter, luminescence, uHTS; AID 449763, 2010; activation, % at 10 µM; actives 0.34% (n = 330,000); UPR activation; percent of tunicamycin response over DMSO baseline;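 active means at 10 µM dose, activation of 40% or more, normalized to positive control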;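 further: 100% = tunicamycin at 10 µg/mL and 0% = DMSO alone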
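System: CHO CHOP reporter cells. Amount: 500 cells per well. Buffer or medium: F12 medium, 10% FBS. Compound dosing: one dose, 10 µM in 0.5% DMSO. Incubation: 6 h compound exposure at 37 °C after overnight seeding. Technique: Steady-Glo luciferase luminescence. Benchmarks: tunicamycin and DMSO controls.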
Active calls of the source: *. This is a random part of the collection (roughly 5% active in at least one column).

Start of the listing, in advance (3 entries):
For COc1ccccc1NC(=O)N(Cc1ccco1)Cc1cc2ccc(C)c(C)c2[nH]c1=O the results were Gli-Sufu block -5, CXCR6 block 4, CCR6 antag 9, UPR XBP1 act -2, Jurkat NFkB inh 47, 697 NFkB inh -69, EBI2 antag 6, Mdm2-MdmX inh 50 and UPR CHOP act 1.3.
Cc1cn2c(nc1=O)OC1CC2OC1CO (configuration not stated) was read as Gli-Sufu block -5, CXCR6 block 13, CCR6 antag 1, UPR XBP1 act 1, Jurkat NFkB inh -2, 697 NFkB inh 21, EBI2 antag -16, Mdm2-MdmX inh 10 and UPR CHOP act -0.5.
`CCN1CCN(C(c2ccccn2)c2c(NC(=O)c3ccccc3)sc(C)c2C)CC1` (configuration not stated) gave Gli-Sufu block -8, CXCR6 block 9, CCR6 antag 14, UPR XBP1 act 2, Jurkat NFkB inh -28, 697 NFkB inh -42, EBI2 antag -1, Mdm2-MdmX inh 43 and UPR CHOP act 1.5.

All compounds of this part (from the top)
For COc1ccccc1NC(=O)N(Cc1ccco1)Cc1cc2ccc(C)c(C)c2[nH]c1=O the results were Gli-Sufu block -5, CXCR6 block 4, CCR6 antag 9, UPR XBP1 act -2, Jurkat NFkB inh 47, 697 NFkB inh -69, EBI2 antag 6, Mdm2-MdmX inh 50 and UPR CHOP act 1.3.
Cc1cn2c(nc1=O)OC1CC2OC1CO (configuration not stated) was read as Gli-Sufu block -5, CXCR6 block 13, CCR6 antag 1, UPR XBP1 act 1, Jurkat NFkB inh -2, 697 NFkB inh 21, EBI2 antag -16, Mdm2-MdmX inh 10 and UPR CHOP act -0.5.
`CCN1CCN(C(c2ccccn2)c2c(NC(=O)c3ccccc3)sc(C)c2C)CC1` (configuration not stated) gave Gli-Sufu block -8, CXCR6 block 9, CCR6 antag 14, UPR XBP1 act 2, Jurkat NFkB inh -28, 697 NFkB inh -42, EBI2 antag -1, Mdm2-MdmX inh 43 and UPR CHOP act 1.5.
`Nc1cc(N2CCCC2)ccc1[N+](=O)[O-]` gave Gli-Sufu block -7, CXCR6 block 3, CCR6 antag 15, UPR XBP1 act 1, Jurkat NFkB inh -10, 697 NFkB inh -2, EBI2 antag 3, Mdm2-MdmX inh -18 and UPR CHOP act 0.2.
Screening Cc1ccc(NC(=O)Nc2ccc3c(c2)N(C)C(=O)CS3)cc1C returned Gli-Sufu block 1, CXCR6 block -20, CCR6 antag -3, UPR XBP1 act -2, Jurkat NFkB inh 13, 697 NFkB inh 8, EBI2 antag 17, Mdm2-MdmX inh 39 and UPR CHOP act 3.1.
COc1cc(OC)c(C(=O)Nc2ncn[nH]2)cc1OC was read as Gli-Sufu block 6, CXCR6 block 3, CCR6 antag 1, UPR XBP1 act 1, Jurkat NFkB inh 8, 697 NFkB inh -2, EBI2 antag 0, Mdm2-MdmX inh 9 and UPR CHOP act 0.3.
O=C(CNCCc1ccccc1)Nc1ccc(C(=O)N2CCCCC2)cc1 was read as Gli-Sufu block -6, CXCR6 block 3, CCR6 antag 16, UPR XBP1 act -1, Jurkat NFkB inh 0, 697 NFkB inh -1, EBI2 antag -1, Mdm2-MdmX inh -4 and UPR CHOP act 6.2.
`Cc1cc(C(=O)NC(C)C2CCCO2)cs1` (configuration not stated) gave Gli-Sufu block 0, CXCR6 block 0, CCR6 antag -6, UPR XBP1 act -2, Jurkat NFkB inh -7, 697 NFkB inh 3, EBI2 antag 3, Mdm2-MdmX inh -38 and UPR CHOP act -0.2.
`Cc1c(NC(=O)COC(=O)c2ccc(F)c(S(=O)(=O)N3CCOCC3)c2)c(=O)n(-c2ccccc2)n1C` gave Gli-Sufu block 21, CXCR6 block 6, CCR6 antag 10, UPR XBP1 act 1, Jurkat NFkB inh -14, 697 NFkB inh 3, EBI2 antag -4, Mdm2-MdmX inh 24 and UPR CHOP act -0.9.
For CCCCOc1ccc(N(CC(=O)NCC2CCCO2)C(=O)CCC(=O)Nc2nccs2)cc1 (configuration not stated) the results were Gli-Sufu block -12, CXCR6 block -3, CCR6 antag 10, UPR XBP1 act 1, Jurkat NFkB inh 14, 697 NFkB inh 11, EBI2 antag -6, Mdm2-MdmX inh -9 and UPR CHOP act 0.6.
`CCN(C(=O)COC(=O)c1cc2ccccc2cc1OC)c1c(N)n(Cc2ccccc2)c(=O)[nH]c1=O` gave Gli-Sufu block -4, CXCR6 block 0, CCR6 antag 13 and EBI2 antag 2.
Cc1cnc(NC(=O)CCN2C(=O)C3CCCCC3C2=O)s1 (configuration not stated) was read as Gli-Sufu block -3, CXCR6 block 6, CCR6 antag -6, UPR XBP1 act -3, Jurkat NFkB inh -4, 697 NFkB inh 2, EBI2 antag -3, Mdm2-MdmX inh 15 and UPR CHOP act 0.2.
`CCOC(=O)/C(=N\Nc1cc(Cl)ccc1Cl)N1CCN(C)CC1` gave Gli-Sufu block 3, CXCR6 block 2, CCR6 antag 9, UPR XBP1 act 3, Jurkat NFkB inh 6, 697 NFkB inh 2, EBI2 antag -5, Mdm2-MdmX inh 23 and UPR CHOP act 2.7.
For Clc1ccccc1-c1ncnc2ccc(Br)cc12 the results were Gli-Sufu block 1, CXCR6 block 2, CCR6 antag 10, UPR XBP1 act -2, Jurkat NFkB inh 1, 697 NFkB inh 5, EBI2 antag -6, Mdm2-MdmX inh 10 and UPR CHOP act 0.7.
`COC(=O)Cn1c(=N)n(CCN2CCCCC2)c2ccccc21` gave Gli-Sufu block 3, CXCR6 block -6, CCR6 antag -6, UPR XBP1 act -1, Jurkat NFkB inh 1, 697 NFkB inh 12, EBI2 antag 10, Mdm2-MdmX inh 6 and UPR CHOP act 1.8.
Cn1cccc1C1CCCN1CC(=O)Nc1ccc(F)c(F)c1F (configuration not stated) was read as Gli-Sufu block -1, CXCR6 block 0, CCR6 antag -6, UPR XBP1 act 2, Jurkat NFkB inh -10, 697 NFkB inh -1, EBI2 antag 0, Mdm2-MdmX inh 5 and UPR CHOP act 0.6.
`Nc1nc(SCc2ccc(Cl)cc2Cl)ns1` gave Gli-Sufu block -14, CXCR6 block -12, CCR6 antag 5, UPR XBP1 act 4, Jurkat NFkB inh -9, 697 NFkB inh -4, EBI2 antag 3, Mdm2-MdmX inh 8 and UPR CHOP act 3.4.
For COc1ccc(N2CCN(C(=O)COc3ccc4c(C)c(C)c(=O)oc4c3C)CC2)cc1 the results were Gli-Sufu block 14, CXCR6 block -1, CCR6 antag 15, UPR XBP1 act -4, Jurkat NFkB inh 1, 697 NFkB inh -12, EBI2 antag 3, Mdm2-MdmX inh 53* and UPR CHOP act 5.4.
`CC(O)CNc1nc2c(c(=O)n(Cc3cccc(Cl)c3)c(=O)n2C)n1C` (configuration not stated) gave Gli-Sufu block 10, CXCR6 block -2, CCR6 antag -4, UPR XBP1 act -5, Jurkat NFkB inh 3, 697 NFkB inh 1, EBI2 antag -9, Mdm2-MdmX inh 0 and UPR CHOP act 0.1.
`CC1CC(C)CN(C(=O)COC(=O)CNS(=O)(=O)/C=C/c2ccccc2)C1` (configuration not stated) gave Gli-Sufu block 6, CXCR6 block 3, CCR6 antag 10, UPR XBP1 act -3, Jurkat NFkB inh 10, 697 NFkB inh 10, EBI2 antag 3, Mdm2-MdmX inh 6 and UPR CHOP act 0.0.
For CNC(=O)N(C1=NCCCCC1)c1ccc(Br)cc1 the results were Gli-Sufu block 4, CXCR6 block 1, CCR6 antag -7, UPR XBP1 act -2, Jurkat NFkB inh 8, 697 NFkB inh -13, EBI2 antag -2, Mdm2-MdmX inh 18 and UPR CHOP act 1.1.
For CCCCn1c(C)cc(/C=C(\C#N)C(=O)O)c1C the results were Gli-Sufu block 2, CXCR6 block -9, CCR6 antag 10, UPR XBP1 act -2, Jurkat NFkB inh -7, 697 NFkB inh -21, EBI2 antag 0, Mdm2-MdmX inh 6 and UPR CHOP act 1.6.
Screening COc1ccc(CNC(=O)CSc2nnc(NC(=O)C3CC3)s2)cc1 returned Gli-Sufu block -10, CXCR6 block -4, CCR6 antag -12, UPR XBP1 act -3, Jurkat NFkB inh -7, 697 NFkB inh 11, EBI2 antag -3, Mdm2-MdmX inh -12 and UPR CHOP act 1.7.
O=C(Cn1cncn1)NCCCc1ccccc1 was read as Gli-Sufu block 2, CXCR6 block 3, CCR6 antag 8, UPR XBP1 act 0, Jurkat NFkB inh -2, 697 NFkB inh -7, EBI2 antag -1, Mdm2-MdmX inh -5 and UPR CHOP act -1.3.
For Cc1ccc(NC(=O)C2CCN(S(=O)(=O)c3ccc4c(c3)oc(=O)n4C)CC2)cc1 the results were Gli-Sufu block 3, CXCR6 block -2, CCR6 antag 2, UPR XBP1 act -3, Jurkat NFkB inh -4, 697 NFkB inh 10, EBI2 antag 2, Mdm2-MdmX inh 11 and UPR CHOP act -1.4.
CN(c1ccccc1)c1ncnc2c1ncn2C was read as Gli-Sufu block 5, CXCR6 block -3, CCR6 antag -1 and EBI2 antag -5.
`CC(=O)CCC(=O)c1ccc2ccccc2c1` gave Gli-Sufu block -10, CXCR6 block 7, CCR6 antag 5, UPR XBP1 act 2, Jurkat NFkB inh -8, 697 NFkB inh -11, EBI2 antag -4, Mdm2-MdmX inh -66 and UPR CHOP act 3.8.
Screening O=C(CSc1ccc(-c2ccco2)nn1)NC1CCCC1 returned Gli-Sufu block 4, CXCR6 block 10, CCR6 antag 9, UPR XBP1 act 0, Jurkat NFkB inh 1, 697 NFkB inh 20, EBI2 antag -6, Mdm2-MdmX inh 7 and UPR CHOP act -0.1.
For Cn1c(=O)c(/C(N)=N/OC(=O)c2ccccc2)cn(-c2ccccc2)c1=O the results were Gli-Sufu block 6, CXCR6 block -9, CCR6 antag -10, UPR XBP1 act 1, Jurkat NFkB inh -2, 697 NFkB inh -18, EBI2 antag -18, Mdm2-MdmX inh 58* and UPR CHOP act 1.3.
